Compound activity as filed in PubChem BioAssay.
RGS8-Gao reg: regulators of human RGS8-Galphao interaction; response (percent of control binding), % at 10 µM; P09471; multiplexed bead flow cytometry, RGS8-Galphao binding; actives lie on both sides; 220,000 tested, 0.34% active; AID 1423; in the data active = response below about 60% or above about 140%; inactive = in between;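 note: Galphao activated as the GDP aluminium fluoride complex binding bead-coupled RGS8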
Target sequence (P09471 whole entry, looked up): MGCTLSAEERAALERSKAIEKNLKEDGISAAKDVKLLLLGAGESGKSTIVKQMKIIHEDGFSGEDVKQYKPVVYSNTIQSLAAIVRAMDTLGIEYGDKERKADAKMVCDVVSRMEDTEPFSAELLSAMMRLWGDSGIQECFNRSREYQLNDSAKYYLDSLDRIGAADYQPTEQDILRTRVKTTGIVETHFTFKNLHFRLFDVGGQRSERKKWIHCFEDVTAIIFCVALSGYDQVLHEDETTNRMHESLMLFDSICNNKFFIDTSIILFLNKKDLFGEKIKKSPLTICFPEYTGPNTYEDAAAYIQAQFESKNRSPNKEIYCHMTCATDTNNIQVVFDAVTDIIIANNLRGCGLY
GSH fluor: GSH bead compound fluorescence profile; AID 1776; fluorescence (KMESF) at 10 µM; GSH beads flow cytometry, compound fluorescence 488/530 nm; active compounds read high; 190,000 tested, 0.25% active; in the data active = fluorescence above about 89;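 note: glutathione beads carrying GST-tagged Bcl family fusion proteins plus one bare bead set; values are compound well signal with DMSO vehicle wells as background; inactives centre near 16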
Avidin bead fluor: compound fluoresces at 488/530 nm on avidin beads; compound fluorescence 488/530 nm, flow cytometry; active compounds read high; fluorescence (KMESF) at 10 µM; 220,000 tested, 0.38% active; in the data active = fluorescence above about 47; note: inactives centre near 10
Pf gamet viab: kills late stage P. falciparum gametocytes | 150,000 tested, 0.065% active | inhibition, % at 10.9 µM | P. falciparum stage V gametocytes, ATP luminescence, 24 h;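 active = inhibition above the mean plus 3 SD of compounds within the control limits, set per campaign, cut at about 38% in these data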;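 note: 0% = DMSO wells and 100% = medium only without gametocytes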
Mcl-1 Bim block: disrupts Bim peptide binding to human Mcl-1; Bead-based flow cytometry, Bim peptide-Mcl-1 binding; inhibition, % at 10 µM; 190,000 tested, 0.1% active; in the data active = inhibition above about 40%;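 note: 0% = no compound tracer wells and 100% = peptide blocker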
Target sequence (Q07820 whole entry, looked up): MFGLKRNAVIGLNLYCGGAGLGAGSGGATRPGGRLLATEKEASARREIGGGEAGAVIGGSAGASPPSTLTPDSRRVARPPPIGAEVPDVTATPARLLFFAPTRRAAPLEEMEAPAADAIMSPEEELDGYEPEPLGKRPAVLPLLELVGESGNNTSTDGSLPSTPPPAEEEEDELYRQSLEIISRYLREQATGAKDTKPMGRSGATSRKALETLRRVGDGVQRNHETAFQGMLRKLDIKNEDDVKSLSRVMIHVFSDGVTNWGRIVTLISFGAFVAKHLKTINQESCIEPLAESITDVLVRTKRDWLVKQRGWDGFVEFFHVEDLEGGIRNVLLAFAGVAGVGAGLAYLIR
RGS7-Gao reg: modulates binding of RGS7 to human Galphao. P09471. Multiplexed bead flow cytometry; actives lie on both sides. binding response (% of control), % at 10 µM. 220,000 tested, 0.35% active. AID 1439; in the data active = binding response below about 49% or above about 150%; inconclusive = no clear call, values can overlap the other calls; inactive = in between;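 note: fluorescent Galphao held in activated GDP-AlF4 state binding bead-coupled RGS7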
ABCB1 block: blocks JC-1 efflux by human ABCB1 transporter; CCRF-Adr cells, flow cytometry; inhibition, % at 6.6 µM; P08183; AID 1326; 190,000 tested, 0.067% active; in the data active = inhibition above about 40%;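 note: 0% = vehicle and 100% = reference inhibitor; higher value means more JC-1 retained so stronger ABCB1 efflux block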
Mcl1 Noxa PPI: disrupts binding of human Mcl-1 to Noxa peptide | Q07820 | TR-FRET Mcl-1/Noxa peptide binding, 2 h | inhibition, % at 21.7 µM | 220,000 tested, 1.5% active;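 active = compounds that cut the protein-peptide binding signal by more than 50% relative to plate controls in a single-dose test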;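 note: His-tagged Mcl-1 with rhodamine Noxa BH3 peptide and terbium anti-His antibody; 0% = Mcl-1 plus Noxa peptide wells and 100% = peptide-only wells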
RGS4-Gao reg: human RGS4-Galphao interaction regulation | Multiplexed bead flow cytometry, RGS4-Galphao binding; actives lie on both sides | binding response (% of control), % at 10 µM | 220,000 tested, 0.33% active | AID 1415; in the data active = binding response below about 49% or above about 150%; inactive = in between;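 note: fluorescent Galphao activated with aluminum fluoride binding bead-coupled RGS4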
ABCG2 block: inhibitors of human ABCG2 transporter, ABCB1 counter-screen; AID 1325; 190,000 tested, 0.1% active; inhibition, % at 6.6 µM; Q9UNQ0; IgMXP3 cells, JC-1 efflux, flow cytometry;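 active = inhibition above 80%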;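 note: 0% = DMSO and 100% = nicardipine control wells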
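material = IgMXP3 (ABCG2) plus far-red-tagged CCRF-Adr (ABCB1) cells | amount = 3 million cells/mL, equal mix of both lines | also added = JC-1 transporter substrate | dosing = one concentration, 6.6 µM final | schedule = 10 min at 25 °C | measured by = flow cytometric JC-1 green MFI at 530 nm | read-out basis = percent efflux inhibition, scaled nicardipine 100% to DMSO 0%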
Mcl1-Bid inh: Mcl-1/Bid interaction inhibition; TR-FRET Mcl-1/Bid-Dy647 peptide binding, 1536-well; inhibition, % at 21.7 µM; 220,000 tested, 0.97% active;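 active = compounds that cut the binding signal by more than half at the single screening dose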;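 note: His-tagged Mcl-1 with europium anti-His antibody binding Bid BH3 peptide; 0% = Mcl-1 plus peptide wells and 100% = peptide-only wells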
An asterisk follows results filed as active; ? = inconclusive; / = not tested or not shown; & = joins results of further samples. Hits appear at their usual frequency. Share with any hit: about 3.3%.

SMILES | RGS8-Gao reg | GSH fluor | Avidin bead fluor | Pf gamet viab | Mcl-1 Bim block | RGS7-Gao reg | ABCB1 block | Mcl1 Noxa PPI | RGS4-Gao reg | ABCG2 block | Mcl1-Bid inh
Cc1c(NC(=S)/C=C2\N(C)c3ccccc3C2(C)C)c(=O)n(-c2ccccc2)n1C | 99.1 | 10 | 15 | -5.2 | 3.0 | 90.0 | 0.5 | 5.7 | 92.9 | 0.2 | -60.2
COc1ccc(/C=N/NC(=O)c2nonc2C)cc1 | 101.8 | 17 | 8 | / | -1.0 | 105.6 | 0.1 | -15.9 | 104.0 | 1.9 | -39.3
CCCCNC(=S)NC(=O)c1ccc([N+](=O)[O-])cc1 | 99.0 | 40 | 14 | 13.7 | -4.0 | 97.4 | 0.4 | -3.9 | 96.7 | 5.8 | -49.1
COc1ccc(/C=N/NC(=O)c2ccc(COCC(F)(F)C(F)F)cc2)cc1 | 86.2 | 8 | 3 | -1.5 | -3.0 | 101.1 | 0.4 | 2.2 | 101.1 | 1.1 | -22.8
O=C(c1coc(=O)c(Br)c1)N1CCCc2ccccc21 | 87.9 | 29 | 5 | / | 7.0 | 79.0 | -1.0 | / | 88.9 | -6.7 | /
CCC(Cc1ccccc1)NC(=O)C1=C(C)C(=O)OC12CCC(C)CC2 (stereo not given) | 55.6* | 13 | 3 | -6.5 | 0.0 | 31.9* | 1.4 | 13.8 | 59.0 | 10.4 | -42.2
O=C(NCC1CCCO1)c1cc2c(s1)CCC2 (stereo not given) | 105.2 | 15 | 13 | -15.1 | 1.0 | 98.6 | 0.8 | -11.2 | 100.6 | 0.0 | -4.0
C=CCCCCCCCCC(=O)NNC1=CC(=O)CC(C)(C)C1 | 109.9 | 21 | 6 | / | -1.0 | 108.6 | 0.5 | -2.1 | 110.9 | 1.9 | -5.2
COC(=O)c1c(NC(C)=O)sc(C)c1C | 96.9 | 23 | 9 | 0.8 | -2.0 | 100.9 | 1.7 | -7.0 | 97.3 | 8.4 | -12.2
CCOCc1nnc(NC(=O)c2ccc(NC(C)=O)cc2)s1 | 88.2 | 19 | 4 | / | 1.0 | 86.3 | 0.7 | -7.2 | 96.9 | 1.3 | -12.5
CC(=O)Nc1cc(C(C)(C)C)c(O)c(C(C)(C)C)c1 | 104.9 | 34 | 13 | -19.0 | -2.0 | 105.5 | -0.3 | 26.7 | 108.0 | -0.7 | 46.4
Cc1c(C(=O)NC(C(C)C)C(C)C)cccc1[N+](=O)[O-] | 99.5 | 15 | 13 | -2.6 | -3.0 | 98.5 | 0.7 | 8.6 | 99.8 | 5.2 | -8.2
O=C(c1cnc(N2CCN(c3ncccn3)CC2)c2ccccc12)N1CCN(c2ccccn2)CC1 | 102.6 | 26 | 12 | / | 0.0 | 97.6 | 8.0 | 8.3 | 101.4 | 21.6 | -0.1
Cc1cccc(NCc2nc(SCC(N)=O)n[nH]2)c1 | 98.1 | 14 | 11 | 17.6 | -8.0 | 97.5 | 0.0 | 16.9 | 95.9 | 0.0 | -46.3
CC(O)c1n(C)c(Cl)c[n+]1C (stereo not given) | 100.6 | 9 | 16 | / | -2.0 | 96.0 | 0.4 | 24.8 | 101.7 | 0.9 | -15.7

Next part:
SMILES | RGS8-Gao reg | GSH fluor | Avidin bead fluor | Pf gamet viab | Mcl-1 Bim block | RGS7-Gao reg | ABCB1 block | Mcl1 Noxa PPI | RGS4-Gao reg | ABCG2 block | Mcl1-Bid inh
CCCCn1c(N)c(Br)c(=O)[nH]c1=O | 99.3 | / | 8 | 17.7 | / | ? | / | 11.3 | 98.8 | / | -19.1
CCOC(=O)c1oc2ccccc2c1CN1CCN(c2ccccc2)CC1 | 100.4 | 9 | 40 | / | 0.0 | 100.5 | 1.2 | 17.1 | 98.6 | 2.5 | 19.6
O=C(COc1ccc(Cl)cc1)NCc1nnc(SCC(=O)Nc2ccccc2)o1 | 98.7 | 9 | 15 | / | -3.0 | 90.4 | 0.9 | 5.7 | 91.2 | 5.2 | -13.0
CCCNC(=O)NS(=O)(=O)c1cnccc1Sc1ccc(Cl)cc1 | 97.1 | 8 | 33 | 18.8 | 0.0 | 98.2 | 0.6 | 11.0 | 99.1 | 2.4 | 0.9
CC(NC(=O)Nc1ccc([N+](=O)[O-])cc1)C(c1ccccc1)N1CCOCC1 (stereo not given) | 103.4 | 12 | 22 | 4.7 | 1.0 | 101.6 | -0.2 | -8.3 | 101.2 | 0.2 | -19.3
CCN(CC)c1ccc(C=Nc2ccc(N(C)C)cc2)c(O)c1 | 89.0 | 5 | 4 | -7.3 | -4.0 | 84.4 | 0.1 | 37.6 | 83.9 | 0.3 | -87.9
CC1=C(C)C(=O)N(c2ccccn2)C1=O | 100.1 | 11 | 20 | -10.5 | 0.0 | 99.3 | 0.5 | 17.3 | 105.7 | 1.4 | -18.3
OCCN1CCN(CC(O)COCc2ccc3c(c2)OCO3)CC1 (stereo not given) | 101.8 | 12 | 25 | 10.5 | -2.0 | 104.3 | 1.1 | 21.0 | 103.5 | 2.7 | 18.2
COc1ccc2oc(C(=O)OCC(=O)/C(C#N)=C(\C)N)c(C)c2c1 | 102.2 | 13 | 9 | -0.2 | 2.0 | 104.8 | 0.5 | 4.6 | 100.7 | 14.2 | -3.4
C/C(=N\NC(=O)CSCc1ccc(Cl)cc1)c1ccc2c(c1)OCCO2 | 99.2 | 22 | 3 | / | 1.0 | 100.8 | 0.0 | -5.0 | 104.0 | -0.2 | 8.3
C=CCn1c(SCCC)nc2sc3c(c2c1=O)CCc1ccccc1-3 | 96.8 | 5 | 1 | -11.8 | 1.0 | 100.4 | 0.0 | 12.9 | 99.5 | 4.8 | -17.2
CCn1c(=S)sc2c(=O)n(-c3ccccc3)c(SC)nc21 | 98.7 | 14 | 23 | / | -3.0 | 103.7 | 0.0 | 3.5 | 100.6 | 0.1 | -5.1
Cc1ccccc1NC(=O)C1Cc2ccccc2C(=O)O1 (stereo not given) | 99.5 | 50 | 12 | / | 1.0 | 99.2 | 0.7 | -8.5 | 97.6 | 12.1 | -8.9
COCc1cc(=O)[nH]c(Nc2nc(C)c3ccccc3n2)n1 | 99.6 | 35 | 13 | 1.3 | -1.0 | 97.7 | 0.7 | 4.5 | 99.2 | 34.0 | -5.7
O=C(Cc1cccs1)N(CC1CCCO1)C1(C(=O)NC2CCCC2)CCCCC1 (stereo not given) | 103.2 | 11 | 10 | 10.6 | -1.0 | 98.8 | 0.4 | 1.9 | 102.1 | 0.4 | -6.9

Continuation:
SMILES | RGS8-Gao reg | GSH fluor | Avidin bead fluor | Pf gamet viab | Mcl-1 Bim block | RGS7-Gao reg | ABCB1 block | Mcl1 Noxa PPI | RGS4-Gao reg | ABCG2 block | Mcl1-Bid inh
CC(C)NCC(O)COc1ccc(CCOCC2CC2)cc1 (stereo not given) | 108.3&98.8 | 19&64 | 11&7 | / | 0.0&0.0 | 102.8&102.6 | 0.1 | 17.1&5.6&-1.4 | 106.5&99.2 | 1.4&-1.0 | 2.3&-6.1&-5.0
CCOC(=O)CSc1nc(CC)nc2ccccc12 | 99.9 | 10 | 22 | 19.4 | 13.0 | 101.2 | 0.2 | 12.6 | 102.2 | 1.6 | 7.8
NC(=O)c1nc(N2CCOCC2)nc(N2CCOCC2)n1 | 100.7 | 28 | 8 | / | 2.0 | 99.3 | 0.5 | -0.8 | 97.8 | 3.6 | -4.6
Cc1cc(C)c(-c2cc(C(F)(F)F)no2)c(=O)[nH]1 | 99.5 | 26 | 42 | / | 0.0 | 103.6 | -0.3 | 13.8 | 98.5 | 0.9 | 16.6
CCOC(=O)N1CCC(NC(=O)c2cc(S(=O)(=O)N3CCCC3)cn2C)CC1 | 102.8 | 5 | 8 | / | 3.0 | 106.1 | 0.2 | 5.6 | 107.4 | 0.6 | -10.9
CC(C)c1ccc(NC(=O)c2cc3c(=O)n(C)c4ccccc4c3n2C)cc1 | 94.2 | / | 5 | 6.8 | / | ? | / | -20.8 | 95.8 | / | -5.0
CCOc1ccc(-c2cc(NC(=O)Cn3ncc4c3-c3ccccc3OC4)on2)cc1OCC | 101.5 | 16 | 25 | / | -1.0 | 99.3 | 1.3 | -10.6 | 100.7 | 4.4 | 19.3
CS(=O)(=O)c1ccc(C(=O)OCC(=O)NC2CCS(=O)(=O)C2)cc1[N+](=O)[O-] (stereo not given) | 97.3 | 11 | 22 | 4.8 | 0.0 | 99.0 | 0.2 | 14.1 | 100.1 | -0.6 | 1.4
C=CCNC(=O)CSCc1ccc(Br)cc1 | 102.7 | 14 | 11 | 18.5 | -4.0 | ? | 0.0 | 21.4 | 103.7 | 1.4 | 26.4
CC1(c2ccc(O)cc2)NC(=O)N(c2ccccc2)N1 (stereo not given) | 101.0 | 11 | 25 | 24.3 | -2.0 | 99.7 | 0.8 | 27.9 | 100.7 | 1.7 | -38.4
O=C(CSc1nnc2ccccn12)Nc1ncc(Cl)cc1Cl | 100.6 | 12 | 8 | / | -4.0 | 98.3 | 0.4 | -3.3 | 101.5 | 1.1 | -6.8
Nc1nc(SCC(=O)Nc2ccccc2C(F)(F)F)[nH]c(=O)c1-c1ccccc1 | 101.3 | 24 | 10 | -7.1 | 0.0 | 104.1 | 0.2 | 7.5 | 100.1 | 0.6 | -9.4
O=C(CN1C(=O)C2C3C=CC(C3)C2C1=O)OCC(=O)c1ccccc1 (stereo not given) | 105.6 | 12 | 5 | 13.3 | -1.0 | 103.6 | -0.2 | 7.3 | 103.9 | -1.7 | -25.6
COc1ccccc1OCCC(=O)Nc1cccc(S(=O)(=O)N2CCCCC2)c1 | 109.7 | 12 | 5 | / | -7.0 | 111.2 | 1.2 | 4.1 | 112.1 | 10.0 | -35.9
CC(C)CNC(=O)c1cc(-c2ccc(Br)cc2)on1 | 89.3 | 23 | 15 | / | -6.0 | 98.1 | 0.3 | -7.5 | 78.6 | 30.1 | -24.9

Next compounds.
SMILES | RGS8-Gao reg | GSH fluor | Avidin bead fluor | Pf gamet viab | Mcl-1 Bim block | RGS7-Gao reg | ABCB1 block | Mcl1 Noxa PPI | RGS4-Gao reg | ABCG2 block | Mcl1-Bid inh
COc1cccc(/C=N/NC(=O)c2ccc(COc3ccc(Cl)cc3Cl)o2)c1 | 100.7 | 22 | 12 | -7.2 | 0.0 | 105.1 | 1.1 | 10.7 | 105.8 | 6.6 | 5.1
COc1ccc(/C=C/c2nnc(NC(=O)COc3cccc(C)c3)s2)cc1 | 102.6 | 12 | 13 | 9.5 | -1.0 | 101.0 | 0.3 | -3.8 | 100.2 | 1.5 | 4.7
CC(=O)Nc1cccc(NC(=O)C2CC3CCC2C3)c1 (stereo not given) | 97.2 | 10 | 11 | / | 0.0 | 102.4 | 0.2 | 11.0 | 99.3 | 5.4 | -11.1
CCCc1cc2c(=O)c(-c3ccc4c(c3)OCCO4)coc2cc1OS(C)(=O)=O | 100.9 | 7 | 13 | -36.6 | -2.0 | 96.9 | 1.9 | 11.9 | 100.0 | 15.1 | -22.9
CN1CCN(NC(=O)COc2cccc(C(F)(F)F)c2)CC1 | 101.7 | 9 | 16 | 15.1 | -3.0 | 101.9 | 0.3 | -1.3 | 104.2 | 3.1 | -12.8
